Compound activity from PubChem.
A549 tox = Nrf2 qHTS screen for inhibitors: counterscreen for cytotoxicity | A549 ARE-Fluc cells, CellTiter-Fluor viability, 18-24 h | Potency, µM (titrated, usually from 46 µM), inactives show at the top dose activity change, negative = cytotoxicity, usual class: inhibitors | 390,000 tested, 0.16% active; also: % is scaled to controls: 0 for no effect and ±100 for the full control effect
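A549 ARE_Fluc cells in 5% FBS OPTI-MEM were exposed to compounds in concentration-response for 18-24 h at 37 deg C. Viability was read by CellTiter-Fluor fluorescence (Ex 405/Em 525) after 30 min, before the luciferase read.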
Nrf2 block = Nrf2 qHTS screen for inhibitors | A549 ARE-Fluc reporter, luciferase luminescence, 18-24 h | Potency, µM (titrated, usually from 46 µM), without a hit: top-dose activity change, negative = inhibition, usual class: inhibitors | 360,000 tested, 2.1% active; also: % is scaled to controls: 0 for no effect and ±100 for the full control effect; nearly all actives have a fitted effect of over 60% in size
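Concentration-response testing used A549 ARE_Fluc cells at 5000 cells/well. Following an 18-24 h compound incubation, viability was read by fluorescence (Ex 405/Em 525) and luciferase output by luminescence.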
HepG2 viability = qHTS for Inhibitors of TGF-b: Cytotox Counterscreen | HepG2 CAGA-GFP viability, ATP luminescence, 18 h | Potency, µM (highest dose often 46.1 µM), for the others: top-dose activity change, negative = cytotoxicity, usual class: cytotoxic | 410,000 tested, 0.76% active | AID 588856, 2011; also: some results filed as inactive show a strong effect at the top dose
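HepG2 CAGA-GFP cells (1000/well, DMEM with 1% FBS) received compound, then TGF-beta at 500 pg/mL final, and were incubated 18 hours at 37 degrees C. Viability was read by CellTiter-Glo luminescence. Media-only wells were set as complete cell-killing and DMSO as no toxicity.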
TGFb SMAD3 inh = qHTS for Inhibitors of TGF-b; HepG2 CAGA-GFP TGF-b/SMAD3 reporter, GFP fluorescence, 18 h; TGF-beta stimulated, 500 pg/mL final; Potency, µM (doses to about 46.1 µM), for inactives: top-dose activity, negative = inhibition, most hits filed as inhibitors; 410,000 tested, 1.2% active; AID 588855, 2011; also: % is scaled to controls: 0 for no effect and ±100 for the full control effect; nearly all actives have a fitted effect of over 65% in size
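Smad-responsive CAGA-GFP expression was quantified in HEPG2 cells exposed to compounds and 500 pg/mL final TGF-beta for 18 h at 37 degrees C; unstimulated wells defined full inhibition.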
ATXN2 expr inh = Primary qHTS for Inhibitors of ATXN expression | HEK-293 ATXN2-luciferase reporter, luminescence, 24 h | Potency, µM (titrated, usually from 57 µM), for inactives: at the top dose activity change, negative = inhibition, hits mostly inhibitors | 360,000 tested, 0.72% active; also: % is scaled to controls: 0 for no effect and ±100 for the full control effect; nearly all actives have a fitted effect of over 55% in size
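ATXN2-luciferase reporter cells (luciferase flanked by upstream and downstream ATXN2 gene portions) were treated 24 h at 37 °C with compounds at up to 57 uM. SteadyGlo luminescence gave expression; GF-AFC fluorescence gave viability.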
Nrf2 ARE act = qHTS of Nrf2 Activators | AREc32 ARE-luciferase reporter (MCF7-derived line), luminescence, 24 h | Potency, µM (highest dose often 46.1 µM), for inactives: top-dose activation, actives largely listed as activators | 410,000 tested, 0.31% active; also: % of control where 0% means no effect; nearly all actives have a fitted effect of over 65% in size
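Nrf2 activation is followed as ARE-luciferase induction in the AREc32 line after one day of compound treatment; luminescence is read with Steady-Glo.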
MCF10A rerep = A quantitative high throughput screen for small molecules that induce DNA re-replication in MCF 10a normal breast cells. MCF 10A DNA re-replication, Hoechst nuclear intensity, 48 h. Potency, µM (doses to about 46.1 µM), for the others: at the top dose activity, positive = re-replication, actives largely listed as activators. 350,000 tested, 2.9% active. AID 624296, 2012; also: % of control where 0% means no effect; nearly all actives have a fitted effect of over 50% in size
ATXN viability = Viability Counterscreen for Primary qHTS for Inhibitors of ATXN expression; S2 cells (HEK-293 line with an ATXN2-luciferase reporter) viability, CellTiter-Fluor protease fluorescence, 24 h; Potency, µM (doses to about 56.7 µM), most hits filed as cytotoxic; 400,000 tested, 0.49% active; AID 651635, 2014; also: nearly all actives have a fitted effect of over 40% in size
EPAC2 antag = qHTS for Antagonist of cAMP-regulated guanine nucleotide exchange factor 2 (EPAC2): primary screen. Rap guanine nucleotide exchange factor 4 (Homo sapiens), Q8WZA2. EPAC2 GEF exchange of Rap1B-BODIPY-GDP, fluorescence. Potency, µM (series often up to 114 µM), without a hit: at the highest dose activity, negative = inhibition, usual class: inhibitors. 360,000 tested, 0.18% active. AID 720708, 2013; also: % is scaled to controls: 0 for no effect and ±100 for the full control effect; nearly all actives have a fitted effect of over 45% in size; many of its hits are not listed in these tables
Target sequence (Q8WZA2 whole entry, looked up): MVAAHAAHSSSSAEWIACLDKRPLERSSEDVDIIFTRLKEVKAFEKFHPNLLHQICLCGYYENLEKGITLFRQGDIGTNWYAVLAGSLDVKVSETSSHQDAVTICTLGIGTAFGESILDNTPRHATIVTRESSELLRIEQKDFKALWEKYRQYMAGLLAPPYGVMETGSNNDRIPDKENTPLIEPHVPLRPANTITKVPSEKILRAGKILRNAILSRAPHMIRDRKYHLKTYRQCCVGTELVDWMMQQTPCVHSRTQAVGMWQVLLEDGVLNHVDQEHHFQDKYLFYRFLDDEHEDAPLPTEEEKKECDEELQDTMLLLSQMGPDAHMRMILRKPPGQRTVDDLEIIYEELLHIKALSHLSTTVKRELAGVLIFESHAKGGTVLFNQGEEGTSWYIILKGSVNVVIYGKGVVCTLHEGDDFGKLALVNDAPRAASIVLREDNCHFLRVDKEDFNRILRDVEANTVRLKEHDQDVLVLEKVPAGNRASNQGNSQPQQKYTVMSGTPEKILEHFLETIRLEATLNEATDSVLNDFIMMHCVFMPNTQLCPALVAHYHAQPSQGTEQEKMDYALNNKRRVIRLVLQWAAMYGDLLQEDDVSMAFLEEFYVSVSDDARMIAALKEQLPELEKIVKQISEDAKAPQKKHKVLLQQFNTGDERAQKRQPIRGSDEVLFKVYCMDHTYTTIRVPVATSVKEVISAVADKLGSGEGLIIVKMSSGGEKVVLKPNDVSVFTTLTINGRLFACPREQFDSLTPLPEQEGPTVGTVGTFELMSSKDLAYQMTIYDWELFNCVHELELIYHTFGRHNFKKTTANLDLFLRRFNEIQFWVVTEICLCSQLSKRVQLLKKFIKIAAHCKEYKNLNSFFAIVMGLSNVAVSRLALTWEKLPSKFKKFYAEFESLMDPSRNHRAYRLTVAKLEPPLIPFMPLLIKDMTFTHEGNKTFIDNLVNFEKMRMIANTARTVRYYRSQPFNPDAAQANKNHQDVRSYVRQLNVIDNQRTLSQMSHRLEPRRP
* hit, by the source's call; i = inactive; ? = inconclusive; . = not tested or not shown; & = joins results of further samples; [ ] = remark or other dose. Calls follow the shape of the dose curve; as a rule, active = well fitted curve in the direction sought with a large enough effect; inconclusive = small, poorly fitted or top-dose-only effect, or another doubt; inactive = no such curve, though single readings can be large; an effect the other way counts as inactive or inconclusive. Potency is read from the fitted curve at half-maximal effect. This is a subset (hit frequency here may not be typical).

Below each SMILES: ATXN viability	A549 tox	HepG2 viability	Nrf2 block	MCF10A rerep	Nrf2 ARE act	TGFb SMAD3 inh	ATXN2 expr inh	EPAC2 antag
1) CC(C)CCNC(=O)C1CCN(Cc2cccc(OCc3ccccc3)c2)CC1
 : i	0%	-23%	6%	?	7.1%	?	-14%	-14%
2) CCNC(=O)C1CCCN(C(=O)c2ccc(OC)cc2OC)CC1 (stereo not drawn)
 : i	.	-16%	.	.	0.2%	-7%	2%	4%
3) Cc1csc2c(N3CCN(C(=O)Nc4ccc(Cl)c(Cl)c4)CC3)ncnc12
 : ?	-16%	-29%	21µM*	?	3.5%	?	20µM*	0%
4) C/C(Cn1cnc([N+](=O)[O-])n1)=N\NC(=O)c1ccccc1F
 : i	5%	1%	25%	0%	2.4%	-1%	12%	2%
5) Cc1cc(NC(=O)Cn2nnc3sc4c(c3c2=O)CCC(C(C)(C)C)C4)no1 (stereo not drawn)
 : i	-9%	-11%	?	?	-0.4%	-26%	-12%	-16%
6) COc1cc(OC)cc(-c2c(C#Cc3ccsc3)c3cc(-c4ccc(OC)c(OC)c4)ccc3n2C)c1
 : i	-1%	11%	?	?	4.6%	6%	13%	4%
7) Cc1ccc(-n2c(SCC(N)=O)nnc2-c2ccccn2)cc1
 : i	1%	-2%	5%	-1%	-0.7%	-1%	8%	5%
8) CCCCCCC(C)n1cc(C(C)=O)c(=O)[nH]c1=O (stereo not drawn)
 : i	0%	-1%	10%	0%	0.0%	5%	0%	14%
9) CC(C)(C)CC(=O)O/N=C(\N)c1ccccn1
 : i	1%	3%	?	1%	-1.4%	1%	?	13%
10) CC1CC(C)(C)CC(=O)C1C(=O)c1ccccc1 (stereo not drawn)
 : i	3%	-8%	8%	-6%	-0.5%	0%	4%	8%
11) O=C(Cc1ccccc1)N/N=C/c1ccc(Cl)cc1Cl
 : i	0%	-29%	-3%	3%	0.3%	3%	5%	2%
12) O=C(N/N=C(\c1ccccc1)c1ccccn1)c1ccccc1Cl
 : ?	-29%	-48%	?	?	?	?	22µM*	-14%
13) COc1cc(C2CC(=O)Oc3c2c(=O)n(C)c2ccccc32)ccc1O (stereo not drawn)
 : i	-4%&-13%	5%&0%	12%&8%	2%	0.9%&0.1%	9%&7%	9%&11%	4%
14) Cc1c(NC(=O)C(C)Sc2ncnc3ccccc23)c(=O)n(-c2ccccc2)n1C (stereo not drawn)
 : i	-6%	1%	4%	-1%	-0.2%	0%	3%	8%
15) COc1ccc(Nc2cccc(Cl)c2)c(C(=O)O)c1
 : i	-2%	-25%	?	?	-0.4%[9.22 µM]	0%	14%	0%

Some entries already given, showing only A549 tox.
item	smiles	A549 tox
12	O=C(N/N=C(\c1ccccc1)c1ccccn1)c1ccccc1Cl	-29%
13	COc1cc(C2CC(=O)Oc3c2c(=O)n(C)c2ccccc32)ccc1O (stereo not drawn)	-4%&-13%
14	Cc1c(NC(=O)C(C)Sc2ncnc3ccccc23)c(=O)n(-c2ccccc2)n1C (stereo not drawn)	-6%

Going on with the list.
Below each SMILES: ATXN viability	A549 tox	HepG2 viability	Nrf2 block	MCF10A rerep	Nrf2 ARE act	TGFb SMAD3 inh	ATXN2 expr inh	EPAC2 antag
16) CCOc1cc(/C=N/n2c(COc3ccccc3)n[nH]c2=S)ccc1O
 : ?	0%	-17%	-6%	4%	0.6%	5%	.	3%
17) CCCCCCN1N=C(C)C(C(=O)c2ccc(Cl)cc2)C1=O (stereo not drawn)
 : ?	?	-28%	?	?	-0.2%	-9%	?	-3%
18) O=C(NC1(C(F)(F)F)NC(=O)N(Cc2cccnc2)C1=O)c1ccccc1 (stereo not drawn)
 : i	-3%	7%	-7%	?	-0.9%	-7%	7%	12%
19) O=C1N/C(=N/O)S/C1=C/c1cccc([N+](=O)[O-])c1
 : i	-11%	8%	-1%	-4%	8.0%	12%	.	1%
20) O=P1(c2ccccc2)C=Cn2c1cc1c2CCCC1 (stereo not drawn)
 : i	-2%	12%	-19%	2%	-0.9%	11%	3%	9%
21) CCCc1ccc(OCCNC(=O)c2ccco2)cc1
 : i	0%	-10%	?	-15%	26%	-4%	29%	-6%
22) OC1(c2ccccc2)Cc2cccc[n+]2C1c1ccccc1 (stereo not drawn)
 : i	0%	-9%	1%	2%	-0.3%	-29%	.	0%
23) Cc1ccc(S(=O)(=O)N2CCOCC2)cc1NC(=O)C1CC(=O)N(c2ccc3c(c2)OCCO3)C1 (stereo not drawn)
 : i	-7%	4%	-24%	-1%	-0.6%	-8%	3%	-4%
24) CCCC(=O)Nn1cnc2c(c1=O)C1(CCCC1)Cc1ccccc1-2
 : i	-2%	-35%	-1%	-2%	0.4%	21%	-7%	-5%
25) COC(=O)c1ccc(CNC(=O)N2CCN(S(=O)(=O)c3ccc(C)cc3)CC2)cc1
 : i	0%	1%	?	21%	0.1%	-4%	-12%	-11%
26) O=C(Nc1cccc(S(=O)(=O)c2cccc(NC(=O)c3ccco3)c2)c1)c1ccco1
 : ?	-7%	2%	?	11%	4.8%	?	?	10%
27) Cc1ccc(S(=O)(=O)Nc2ccc(C(=O)NCc3ccncc3)cc2)cc1
 : i	-4%	29%	9%	-5%	0.1%	0%	2%	18%
28) CC(=O)O[C@@H](Cc1ccc(O)cc1)C(=O)CC(C)C
 : i	.	.	.	.	-0.5%	.	18%	7%
29) CCCOC(=O)CSc1nc(N)c(C#N)c(-c2ccco2)c1C#N
 : i	1%	-1%	6%	0%	13%	-9%	-2%	8%
30) COc1ccc(NC(=O)CSc2nnc(-c3ccco3)n2C)cc1
 : i	0%	8%	?	10%	-1.2%	16%	-7%	6%

Below each SMILES: ATXN viability	A549 tox	HepG2 viability	Nrf2 block	MCF10A rerep	Nrf2 ARE act	TGFb SMAD3 inh	ATXN2 expr inh	EPAC2 antag
31) CCOc1ccc(Nc2nc3c(S(=O)(=O)c4cccc(Cl)c4)nnn3c3ccsc23)cc1
 : .	-8%	-15%	15µM*	.	0.4%	-1%	4%	.
32) CSc1nnc(-c2cnccn2)n1Cc1ccccc1
 : i	11%	6%	.	0%	0.0%	15%	1%	12%
33) COc1ccc2c(c1)C1(Nc3ccccc3-c3nc4ccccc4n31)C(=O)N2C (stereo not drawn)
 : i	-14%	4%	-7%	15%	0.4%	13%	0%	-1%
34) O=C(Nc1ccccc1Cl)c1ccc(Cl)cc1Cl
 : i	5%	-12%	?	6%	13%	-10%	51%[activator]	-15%
35) CCCCOc1ccc(N(CC(=O)NCC2CCCO2)C(=O)CCC(=O)Nc2cc(C)ccn2)cc1 (stereo not drawn)
 : i	-1%	-48%	-12%	17%	0.3%	-22%	-2%	18%
36) CC(C)CCNC(=O)C1CCN(c2nnc(-n3cccc3)s2)CC1
 : i	-3%	-60%	7%	3%	0.5%	?	13%	3%
37) O=C(CSCc1ccc(Br)cc1)N=Nc1c(O)[nH]c2ccccc12
 : i	-23%	-6%	?	?	2.4%	-5%	3%	-6%
38) COC(=O)[C@@H]1C[C@@]2(O)[C@H](O)[C@H](O)[C@H](O)C[C@H]2N1Cc1ccc(C(C)(C)C)cc1
 : i	-1%	-37%	-1%	6%	-0.2%	-20%	6%	9%
39) NC(=O)c1nsc(C(=O)N(c2ccccc2)C(C(=O)NC2CCCC2)c2ccncc2)c1N (stereo not drawn)
 : i	-7%	-4%	28%	?	0.3%	5%	-19%	4%
40) Cn1c(CNc2ccc(F)cc2)nc2ccccc21
 : i	6%	-55%	?	0%	3.8%	9%	42%[activator]	-7%
41) COC(=O)C1CCN(CC(N)=O)CC1
 : i	2%	1%	.	-1%	-0.4%	-8%	-7%	9%
42) CCCOc1ccc(N2C(=O)CC(NCC#N)C2=O)cc1 (stereo not drawn)
 : i	-4%	-16%	2%	-10%	-0.6%	1%	-8%	-3%
43) COc1ccccc1/C=N/NC(=O)c1cc2c(ccc3ccccc32)o1
 : i	3%	-1%	-19%	?	-0.3%	-5%	-12%	-2%
44) CCc1ccc(-n2c(O)c(C=NCCN(CC)CC)c(=O)[nH]c2=O)cc1
 : i	-5%	2%	15%	-6%	0.4%	8%	0%	4%
45) COc1ccc(C(=O)NCC(=O)N2CCCC(C)C2)cc1OC (stereo not drawn)
 : i	6%	-2%	-5%	0%	2.3%	-12%	-10%	-6%

Below each SMILES: ATXN viability	A549 tox	HepG2 viability	Nrf2 block	MCF10A rerep	Nrf2 ARE act	TGFb SMAD3 inh	ATXN2 expr inh	EPAC2 antag
46) O=C(CCc1ccccc1)Nc1ccccc1C(=O)NCc1ccco1
 : i	4%	-1%	-23%	12%	3.3%	35%[activator]	-2%	-1%
47) CCNC(=O)CSc1nc2ccccc2c(=O)n1CCCOC(C)C
 : i	0%	5%	-10%	11%	-0.2%	24%	8%	4%
48) COc1ccc(C2=C(N)c3ccccc3C2=O)cc1
 : i	-10%	-37%	?	2%	1.0%	-1%	49%[activator]	-2%
49) C=C(C)c1cccc(C(C)(C)NC(=O)N2CCN(c3ccccn3)CC2)c1
 : ?	-16%	-32%	-10%	0%	-1.8%	-24%	-25%	-4%
50) CCOc1ccc(N2CC(O)=C(c3ccccc3)C2=N)cc1
 : i	0%	4%	-3%	-2%	0.1%	1%	4%	3%
51) CCOc1ccc(Nc2nc(-c3sc(N)nc3C)cs2)cc1
 : i	-9%	-19%	0%	17%	6.3%	?	-4%	-6%
52) CC(=O)c1cc(-c2ccc(F)cc2)n(CC(=O)NC2CCCCCC2)c1C
 : .	0%	7%	.	.	-0.7%	-17%	.	.
53) O=C1CCC(C(=O)N2CCC(O)CC2)CN1CCc1ccc(Cl)cc1 (stereo not drawn)
 : i	-7%	-5%	2%	-1%	-0.6%	-2%	-2%	10%
54) O=C(CSc1nc(=O)n(CCCN2CCOCC2)c2c1CCC2)Nc1ccc(F)cc1F
 : i	7%	12%	-7%	2%	0.3%	-7%	2%	-3%

Reformatted: results already given
entry	structure	ATXN viability	A549 tox	HepG2 viability	Nrf2 block	MCF10A rerep	Nrf2 ARE act	TGFb SMAD3 inh	ATXN2 expr inh	EPAC2 antag
52	CC(=O)c1cc(-c2ccc(F)cc2)n(CC(=O)NC2CCCCCC2)c1C	.	0%	7%	.	.	-0.7%	-17%	.	.
53	O=C1CCC(C(=O)N2CCC(O)CC2)CN1CCc1ccc(Cl)cc1 (stereo not drawn)	i	-7%	-5%	2%	-1%	-0.6%	-2%	-2%	10%
